IDE act: activators of human insulin-degrading enzyme in cells; P14735; HEK cells, FAbeta-B cleavage, fluorescence polarization; 0% vehicle, 100% cell-free pure enzyme wells; activation, % at 5.96 µM; 340,000 tested, 0.073% active; AID 493087;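 active = activation above the mean of all tested compounds plus 3 SD, set per screening campaign, cut at about 17% in these data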
PHOSPHO1 block: blocks human PHOSPHO1 phosphatase activity; Q8TCT1; recombinant PHOSPHO1, absorbance phosphatase assay; inhibition, % at 13.3 µM; 290,000 tested, 1.1% active; AID 1565; in the data active = inhibition above about 60%
GPR7 antagonist: human neuropeptides B/W receptor 1 antagonism. P48145. GPR7-expressing cells, fluorescence antagonist assay. inhibition, % at 4.4 µM. 290,000 tested, 1.1% active. AID 1861; in the data active = inhibition above about 16%, passing the limit was not always enough;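 note: cells stimulated with the agonist NPW; 0% = agonist with vehicle and 100% = vehicle without agonist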
pCIP destab: compounds decreasing mouse p/CIP protein stability | Q05BA5 | F442A p/CIP-EGFP cells, EGFP fluorescence, 16 h | decrease of EGFP signal, % at 10 µM | 290,000 tested, 0.01% active | AID 1984;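 active = EGFP signal decrease of at least 30% at 10 µM or well 3 SD below plate mean, unless failing retest; inactive = the rest, including hits failing retest or dose response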; note: some compounds called inactive have numbers as strong as hits; many of its hits are not listed in these tables
Target sequence (Q05BA5 1-1403): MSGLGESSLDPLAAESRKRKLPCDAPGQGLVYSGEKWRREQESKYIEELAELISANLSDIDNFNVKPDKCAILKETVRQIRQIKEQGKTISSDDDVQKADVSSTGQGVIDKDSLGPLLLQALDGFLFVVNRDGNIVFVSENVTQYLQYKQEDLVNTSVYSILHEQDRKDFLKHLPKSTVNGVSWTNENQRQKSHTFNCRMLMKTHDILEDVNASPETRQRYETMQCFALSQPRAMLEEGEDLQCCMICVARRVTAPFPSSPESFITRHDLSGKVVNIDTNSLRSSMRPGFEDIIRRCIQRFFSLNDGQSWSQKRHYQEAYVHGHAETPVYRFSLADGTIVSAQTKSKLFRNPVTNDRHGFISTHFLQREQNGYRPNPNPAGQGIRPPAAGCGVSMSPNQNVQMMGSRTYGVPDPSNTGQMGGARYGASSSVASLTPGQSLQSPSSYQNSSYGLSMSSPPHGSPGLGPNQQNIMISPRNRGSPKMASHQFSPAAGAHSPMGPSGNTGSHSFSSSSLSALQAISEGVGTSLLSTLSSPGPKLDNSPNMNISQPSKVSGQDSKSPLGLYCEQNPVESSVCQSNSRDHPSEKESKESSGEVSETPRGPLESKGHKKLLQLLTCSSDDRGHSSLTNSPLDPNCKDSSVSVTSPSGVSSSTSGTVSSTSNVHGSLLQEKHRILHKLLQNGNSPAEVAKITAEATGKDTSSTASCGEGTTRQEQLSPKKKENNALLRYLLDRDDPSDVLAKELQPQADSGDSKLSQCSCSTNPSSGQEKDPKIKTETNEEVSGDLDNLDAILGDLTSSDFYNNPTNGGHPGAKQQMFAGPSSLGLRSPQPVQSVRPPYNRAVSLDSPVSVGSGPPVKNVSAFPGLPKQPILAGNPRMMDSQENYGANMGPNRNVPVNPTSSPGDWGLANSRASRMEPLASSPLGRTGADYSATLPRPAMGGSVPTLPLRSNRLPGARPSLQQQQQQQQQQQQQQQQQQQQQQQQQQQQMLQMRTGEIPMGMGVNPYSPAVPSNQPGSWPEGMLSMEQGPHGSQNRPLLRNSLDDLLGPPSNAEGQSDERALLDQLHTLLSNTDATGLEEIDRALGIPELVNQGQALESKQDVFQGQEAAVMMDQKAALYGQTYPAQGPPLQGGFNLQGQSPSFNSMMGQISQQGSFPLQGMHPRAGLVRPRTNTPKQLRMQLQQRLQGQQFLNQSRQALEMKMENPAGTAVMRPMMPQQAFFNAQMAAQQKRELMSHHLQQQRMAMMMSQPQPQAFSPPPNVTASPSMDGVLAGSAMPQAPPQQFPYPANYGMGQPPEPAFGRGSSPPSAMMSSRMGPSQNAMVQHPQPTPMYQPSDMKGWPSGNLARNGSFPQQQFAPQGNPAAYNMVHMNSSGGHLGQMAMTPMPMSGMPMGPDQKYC
M18AAP inhibitor: PfM18AAP enzyme inhibition; 290,000 tested, 1.2% active; inhibition, % at 7.35 µM; recombinant PfM18AAP, H-Glu-NHMec fluorogenic cleavage;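 active = inhibition above the campaign mean inhibition over all tested compounds plus 3 SD, cut at about 28% in these data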;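 note: 0% = plate median of test compound wells and 100% = 2 mM ZnCl2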
IMP-1 inh: blocks Pseudomonas aeruginosa IMP-1 metallo-beta-lactamase. purified IMP-1, nitrocefin hydrolysis, epi-absorbance fluorescence. inhibition, % at 5.6 µM. 290,000 tested, 0.45% active. AID 1556;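 active = inhibition above the mean plus 3 SD of all compounds in the same screening run, cut at about 4.5% in these data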;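 note: 0% = IMP-1 with DMSO and 100% = DMSO wells lacking enzyme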
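System: Purified recombinant IMP-1 metallo-beta-lactamase enzyme | Measured by: Fluorescence quenching readout, ex 480/em 530 nm | Replication: Singlicate | Incubation: 15 min preincubation plus 25 min reaction at 25 °C | Evaluation: Percent inhibition from optical density relative to buffer-blank wells | Benchmarks: DMSO with and without IMP-1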
VIM-2 inhibitor: inhibitors of Pseudomonas aeruginosa VIM-2 metallo-beta-lactamase; purified VIM-2, nitrocefin hydrolysis, epi-absorbance fluorescence; inhibition, % at 5.6 µM; 290,000 tested, 0.89% active;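 active = inhibition above the mean of all tested compounds plus 3 SD, cutoff set per screening run, cut at about 7.5% in these data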;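 note: red hydrolysis product quenches plate fluorescence so inhibitors raise well fluorescence; 0% = enzyme with DMSO and 100% = DMSO without enzyme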
NALP1 inh: NALP1 inhibition | S. cerevisiae NALP1/ASC/caspase-1 growth, X-gal OD620, 72 h | 280,000 tested, 0.61% active | inhibition, % at 10 µM; in the data active = inhibition mostly above about 24%, no sharp cut-off; inactive = mostly below about 32%; note: some compounds called inactive have numbers as strong as hits
IDE cell inh: inhibits human insulin-degrading enzyme in HEK cells. P14735. FAbetaB cleavage, fluorescence polarization. inhibition, % at 5.59 µM. 320,000 tested, 0.41% active;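 active = percent inhibition above the average of all tested compounds plus 3 SD, set per screening campaign, cut at about 16% in these data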;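 note: IDE supplied by intact live HEK cells; FP after avidin binding of uncleaved biotin substrate so inhibition keeps polarization high; 0% = DMSO wells and 100% = 60 µM reference IDE inhibitor Ii1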
* hit, by the source's call; . = no result given.

smiles,IDE act,PHOSPHO1 block,GPR7 antagonist,pCIP destab,M18AAP inhibitor,IMP-1 inh,VIM-2 inhibitor,NALP1 inh,IDE cell inh
O=C(COC(=O)CCCN1C(=O)c2cccc3cccc(c23)C1=O)Nc1cccc(C(F)(F)F)c1,1,6,-10,-12,-3,-1.0,-2.0,21,9
COC(=O)c1sc(NC(=O)c2ccc(Cn3cc(Cl)cn3)o2)c(C#N)c1C,0,37,9,-1,-5,-1.5,4.0,23,-1
CCCSc1nc(C)c2cc(C)cc(C)c2n1,1,-6,-3,-9,-13,-4.1,-4.8,20,8
O=C(CSc1nc2ccccc2c(=O)n1CCCN1CCOCC1)Nc1ccc2c(c1)OCO2,-2,46,1,-19,1,-2.0,-1.6,4,-2
CC1CN(S(=O)(=O)c2ccc(NC(=O)CCN3C(=O)c4ccccc4C3=O)cc2)CC(C)O1 (stereo unspecified),-4,22,-1,-5,-4,0.0,-1.6,6,10
CCC(=O)Nc1nnc(-c2ccco2)o1,3,-5,-9,-4,6,0.9,1.9,-3,0
COc1cc(CC(=O)Nc2nc(-c3ccc(F)c(F)c3)cs2)cc(OC)c1OC,-3,6,13,-32,1,-2.9,-0.7,4,7
COc1ccc2c(c1)CCc1c(C(=O)NCc3ccc(Cl)cc3)noc1-2,6,-12,-4,-8,-6,-1.0,-1.2,4,0

Remaining list, next part
smiles,IDE act,PHOSPHO1 block,GPR7 antagonist,pCIP destab,M18AAP inhibitor,IMP-1 inh,VIM-2 inhibitor,NALP1 inh,IDE cell inh
O=C1CC2(CCCCC2)Oc2ccc(OCC(=O)N3CCOCC3)cc21,6,-5,-6,5,6,-1.0,-2.7,-1,-2
CC(C)NC(=O)CC(=O)N/N=C/c1ccc(Br)cc1,3,-23,3,-9,-2,-0.5,-4.4,-19,1
CC(=C1C(=O)c2ccccc2C1=O)N1CCC(C(N)=O)(N2CCCCC2)CC1,0,2,-6,-1,-6,-2.1,-1.3,7,-5
Cc1nnc(C)c2c(C)n(-c3ccccc3)c(C)c12,0,-12,-12,-22,18,-2.3,-1.4,18,.
CN1CCC(N(C)CC(=O)Nc2ccccc2N2CCOCC2)CC1,1,14,3,-9,8,-1.3,-3.3,10,4
Cc1c2c(nc3c(C(=O)NC4CCCC4)cnn13)CCCC2,5,33,-12,-12,1,-1.6,2.6,4,10
CC(C)(C)[C@@H]1CCC(=O)N(CC[C@H](N=[N+]=[N-])c2ccccc2)CC1,2,21,8,1,-4,-4.2,-3.4,19,2
CCOc1ccc(S(=O)(=O)NCc2ccccc2Cl)cc1C(N)=O,0,2,-12,6,-1,-2.1,-3.1,0,2

Next part:
smiles,IDE act,PHOSPHO1 block,GPR7 antagonist,pCIP destab,M18AAP inhibitor,IMP-1 inh,VIM-2 inhibitor,NALP1 inh,IDE cell inh
CC[n+]1c(C)n(-c2ccccc2)c2ccc(NC(C)=O)cc21,2,4,0,-7,-19,-1.0,-0.9,-22,6
CC(=O)Nc1cc(C(=O)O)ccc1S(=O)(=O)c1ccc(C)cc1,4,18,-8,2,2,-2.5,-0.8,3,0
CSC(=NCc1cccnc1)NS(=O)(=O)c1cccs1,-3,-86,-15,2,0,-2.2,-4.3,25,7
Cc1cc(Sc2nccn2C)ncc1[N+](=O)[O-],7,0,-5,-4,4,-4.7,-2.0,19,2
O=C(Nc1ccccc1)c1cccc(S(=O)(=O)N2CCCCC2)c1,-4,45,-1,-4,10,-4.0,-1.0,3,0
O=[N+]([O-])c1cccnc1Oc1ccc(C2SCCS2)cc1,7,27,-8,-15,24,-0.8,-1.0,19,-2
COc1cc(CNCCCN2CCOCC2)cc(Br)c1OCC(=O)N1CCCCC1,-3,38,-3,-2,1,-2.5,-1.4,30*,-1
CC(C)(C)NC(=O)CN1CCN(C(=O)CCl)CC1,2,-25,-4,1,-2,0.2,-1.2,-1,1

Further results
smiles,IDE act,PHOSPHO1 block,GPR7 antagonist,pCIP destab,M18AAP inhibitor,IMP-1 inh,VIM-2 inhibitor,NALP1 inh,IDE cell inh
CN(CCNC(=O)c1ccc(N2CCCC2=O)cc1)CCc1ccccc1,3,-26,2,0,2,-4.1,-3.7,-15,5
O=C1CC(Sc2ncn[nH]2)C(=O)N1c1ccccc1 (stereo unspecified),1,98*,0,-4,9,-4.4,-4.5,35,1
COc1cc(C(=S)N2CCOCC2)cc(OC)c1OC(=O)c1cc([N+](=O)[O-])c(C)c([N+](=O)[O-])c1,3,13,-10,-6,7,-1.8,-1.5,-4,-2
COc1ccc(OCc2nnc(SCC(=O)Nc3ccccc3Cl)o2)cc1,-1,30,-3,3,3,-3.0,-1.7,11,-3
CCS(=O)(=O)c1nc(S(=O)(=O)c2ccc(Cl)cc2)c(N2CCCC2)s1,7,17,-7,-14,0,-1.6,-2.7,12,2
CC(C)(C)NC(=O)C(=O)NN=C1CCCCCC1,1,41,-2,-3,0,-2.7,-4.1,3,3
CCCCCc1c(O)nc(SCCN(C)C)[nH]c1=O,1,-25,-11,12,1,-2.9,-2.2,-2,-5
COc1ccc(C)cc1NC(=O)CSc1nnc(-c2cc3cccc(OC)c3o2)n1N,-4,-2,-1,-14,-7,-4.3,-0.5,.,0

Rewritten with the structure last: entries from further up.
IDE act	PHOSPHO1 block	GPR7 antagonist	pCIP destab	M18AAP inhibitor	IMP-1 inh	VIM-2 inhibitor	NALP1 inh	IDE cell inh	molecule
2	-25	-4	1	-2	0.2	-1.2	-1	1	CC(C)(C)NC(=O)CN1CCN(C(=O)CCl)CC1
6	-12	-4	-8	-6	-1.0	-1.2	4	0	COc1ccc2c(c1)CCc1c(C(=O)NCc3ccc(Cl)cc3)noc1-2
-2	46	1	-19	1	-2.0	-1.6	4	-2	O=C(CSc1nc2ccccc2c(=O)n1CCCN1CCOCC1)Nc1ccc2c(c1)OCO2
6	-5	-6	5	6	-1.0	-2.7	-1	-2	O=C1CC2(CCCCC2)Oc2ccc(OCC(=O)N3CCOCC3)cc21

(more compounds)
smiles,IDE act,PHOSPHO1 block,GPR7 antagonist,pCIP destab,M18AAP inhibitor,IMP-1 inh,VIM-2 inhibitor,NALP1 inh,IDE cell inh
CCC(C)(C)C(=O)Nc1ncc(S(=O)(=O)c2ccc([N+](=O)[O-])cc2)s1,3,24,25,-2,-2,-2.3,-1.4,8,-3
CCN(CC(=O)Nc1cc(C)c(Cl)cc1OC)CC(=O)NC1CCS(=O)(=O)C1 (stereo unspecified),1,28,0,-4,-11,-3.9,-1.4,23,-2
O=C(Nc1ccc(CN2CCOCC2)cc1)c1cc2ccccc2o1,-2,-22,-17,9,-2,-6.4,-3.5,40,-3
CCOc1ccc(NC(=O)CSc2nc(NS(=O)(=O)c3ccc(C)cc3)cc(=O)[nH]2)cc1,-3,27,-1,-3,1,-0.8,-3.5,9,.
CC(=O)Oc1ccc2oc(=O)c3c(c2c1)CCCN3C(=O)CN1CCOCC1,-3,4,19,8,2,-2.5,-2.6,2,-4
COc1ccc2oc(C(=O)N3CCc4ccccc43)c(C)c2c1,-2,25,-9,-8,9,1.8,5.1,21,4
CC(Sc1nnc(Cc2cccs2)n1C1CCCCC1)C(=O)N1CCc2ccccc21 (stereo unspecified),2,-34,6,-26,2,-3.9,-3.4,10,1
COc1ccc(Nc2oc(COc3ccc(Cl)cc3)nc2C#N)cc1,0,-7,-3,-5,4,-4.5,-3.9,4,9

The list continues:
smiles,IDE act,PHOSPHO1 block,GPR7 antagonist,pCIP destab,M18AAP inhibitor,IMP-1 inh,VIM-2 inhibitor,NALP1 inh,IDE cell inh
O=C(Cc1cccs1)NCc1ccccc1Br,-3,22,21,8,11,1.4,2.5,-3,4
Cc1ccc(S(=O)(=O)NCc2ccc(C(=O)NCCc3ccc(S(N)(=O)=O)cc3)cc2)cc1,-4,42,-6,-14,7,-0.2,-1.6,18,7
CC(=O)c1ccc(N2CCN(C(=S)Nc3cccc(Cl)c3)CC2)cc1,-8,6,9,-3,2,-2.8,-2.7,31,1
Cc1cccc(NC(=O)Cn2cc(C(=O)C3CC3)c3ccccc32)c1C,0,26,5,-15,-1,0.4,-4.2,4,7
Cn1ncc(Cl)c1C(=O)N1CCN(C23CC4CC(CC(C4)C2)C3)CC1,10,22,4,-11,5,-0.3,0.0,22,2
COc1cccc(C2C3=C(CC(C)(C)CC3=O)OC(N)=C2[N+](=O)[O-])c1 (stereo unspecified),3,29,0,-14,0,-0.9,-1.1,7,2
O=C(CN1CCC(C(=O)c2ccc3c(c2)OCCO3)CC1)Nc1ccccc1C(F)(F)F,-2,24,-18,-15,0,-0.8,-0.2,15,-2
COc1ccc(NC(=O)NN2CCN(C)CC2)c(OC)c1,4,20,-11,-2,6,-0.7,-2.7,5,-2

The listing continues:
smiles,IDE act,PHOSPHO1 block,GPR7 antagonist,pCIP destab,M18AAP inhibitor,IMP-1 inh,VIM-2 inhibitor,NALP1 inh,IDE cell inh
CN(C)S(=O)(=O)N1CCc2ccccc21,3,5,-2,-9,-1,1.0,-2.2,.,-2
O=C(CCNc1n[nH]c(=O)[nH]c1=O)N/N=C\c1ccc(Br)cc1,7,32,-2,-3,-1,-1.9,-2.5,.,-4
CCCC(=O)Nc1cc2c3c(c1)C(C)C(=O)N3CCC2 (stereo unspecified),-2,40,0,3,-3,0.2,-0.5,24,-4
CCOC(=O)C1CN(S(=O)(=O)c2ccc(C)cc2)c2cc(S(=O)(=O)CC)ccc2O1 (stereo unspecified),0,-3,-10,-6,8,-3.0,0.8,20,-4
Brc1ccc(-c2nnc3n2C2(CCCC2)Cc2ccccc2-3)o1,-2,3,-9,-7,-4,-4.7,-2.7,-55,4
Cc1ccccc1-n1nc2c(c1NC(=O)COc1ccc(Cl)cc1)CS(=O)C2 (stereo unspecified),6,-4,-11,-3,-5,-2.4,-1.4,15,2
Cc1ccc(S(=O)(=O)N2CCCC2C(=O)NCc2ccc3c(c2)OCO3)cc1 (stereo unspecified),3,47,-7,-2,-9,-0.6,-0.8,0,6
CCOC(=O)C1CCN(Cc2cccc(OCc3ccccc3)c2)CC1,-4,25,-16,-10,-6,-2.7,-2.8,16,-5
Cc1nn(C)cc1N1C(=O)c2cccc3c(N)ccc(c23)C1=O,.,27,10,-432,5,22*,22*,12,11
O=C(Nc1c2c(nn1-c1ccccc1)CS(=O)(=O)C2)c1cccs1,10,23,0,6,-1,-1.5,-0.5,22,-1

Screens (PubChem)

Compounds were not picked by outcome (roughly 5.3% active in at least one column).
